DT40 TDP1 no CPT: qHTS for Inhibitors of human tyrosyl-DNA phosphodiesterase 1 (TDP1): qHTS in cells in absence of CPT; Potency, µM (doses to about 46.2 µM), inactives show top-dose activity change, negative = growth inhibition, hits mostly inhibitors; AID 686978, 2013; hit rate 15% among 420,000; DT40 Tdp1-/- hTDP1 cells, no CPT, ATP luminescence, 48 h; also: nearly all actives have a fitted effect of over 55% in size
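Chicken DT40 Tdp1-/- cells stably complemented with human TDP1 were seeded at 400 cells/well with DMSO in place of 20 nM camptothecin. After compound pinning, cells grew at least 48 hr at 37 °C; viability read by CellTiter-Glo luminescence.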
GCN5L2 inh: inhibitors of human GCN5L2 histone acetyltransferase. Potency, µM (titrated, usually from 58.9 µM), without a hit: at the top dose activity change, negative = inhibition, most hits filed as inhibitors. hit rate 0.21% among 390,000. GCN5L2 HAT assay, ThioGlo1 CoA-SH fluorescence
Target sequence (Q92830 whole entry, looked up): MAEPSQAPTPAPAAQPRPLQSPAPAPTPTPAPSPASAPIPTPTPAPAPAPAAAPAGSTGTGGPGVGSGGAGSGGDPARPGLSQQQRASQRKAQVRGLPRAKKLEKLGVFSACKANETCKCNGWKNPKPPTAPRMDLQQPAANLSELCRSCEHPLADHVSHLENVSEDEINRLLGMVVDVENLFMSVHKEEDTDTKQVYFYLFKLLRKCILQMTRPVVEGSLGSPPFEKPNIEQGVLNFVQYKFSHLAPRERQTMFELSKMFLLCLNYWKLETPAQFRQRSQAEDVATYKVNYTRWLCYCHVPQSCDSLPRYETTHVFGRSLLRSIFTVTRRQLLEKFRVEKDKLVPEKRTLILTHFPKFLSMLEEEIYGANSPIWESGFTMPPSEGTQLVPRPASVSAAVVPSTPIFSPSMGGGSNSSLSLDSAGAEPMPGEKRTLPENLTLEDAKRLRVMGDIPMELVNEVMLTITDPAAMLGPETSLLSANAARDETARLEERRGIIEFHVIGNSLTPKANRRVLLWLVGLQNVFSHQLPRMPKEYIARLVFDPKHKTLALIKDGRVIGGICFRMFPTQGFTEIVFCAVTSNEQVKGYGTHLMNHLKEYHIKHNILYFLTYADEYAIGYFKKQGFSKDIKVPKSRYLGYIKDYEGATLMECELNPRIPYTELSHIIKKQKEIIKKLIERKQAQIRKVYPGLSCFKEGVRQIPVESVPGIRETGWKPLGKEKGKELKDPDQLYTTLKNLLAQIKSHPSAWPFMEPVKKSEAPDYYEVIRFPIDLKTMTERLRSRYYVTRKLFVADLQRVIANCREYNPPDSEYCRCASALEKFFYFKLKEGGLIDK
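Fluorescence readout, Ex340nm/Em540nm: ThioGlo1 (50uM final) reacts with free CoA thiol released as 20nM GCN5L2 acetylates H3(1-25) peptide (75uM) using acetyl-CoA (70uM). Compound and enzyme sat 15 min beforehand; 20 min room-temperature reaction.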
DT40 TDP1 CPT: DT40-hTDP1 cell growth loss with CPT | chicken DT40 Tdp1-/-;hTDP1 cells + 20 nM CPT, ATP luminescence, 48 h | Potency, µM (highest dose often 46.2 µM), for inactives: at the highest dose activity change, negative = growth inhibition, actives largely listed as inhibitors | hit rate 12% among 420,000; also: nearly all actives have a fitted effect of over 55% in size
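Chicken DT40 Tdp1-/- cells stably complemented with human TDP1 were seeded at 400 cells/well in medium containing 20 nM camptothecin, exposed to pin-transferred compounds, and grown at 37 °C for at least 48 hr. Viability was read as ATP luminescence.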
The depositor's hits bear a star; ? = inconclusive; nt = not tested or not shown; & = joins results of further samples. Calls follow the shape of the dose curve; as a rule, active = well fitted curve in the direction sought with a large enough effect; inconclusive = small, poorly fitted or top-dose-only effect, or another doubt; inactive = no such curve, though single readings can be large; an effect the other way counts as inactive or inconclusive. % is scaled to controls: 0 for no effect and ±100 for the full control effect; potency is read from the fitted curve at half-maximal effect.

Below each SMILES: GCN5L2 inh, DT40 TDP1 no CPT, DT40 TDP1 CPT
> CCOc1ccc(N2CC(NC(=O)C3CCCCC3)CC2=O)cc1 (stereo not given)
 : 9%, -2%, -7%
> Clc1ccccc1Nc1nc(NCc2cccs2)nc2ccsc12
 : nt, ?, ?
> CCC(=O)N1CCc2cc(S(=O)(=O)NCCC(=O)N3CCN(c4cccc(OC)c4)CC3)ccc21
 : 2%, 13µM*, ?
> CC1CN(/C=C/C=O)C(C)CC1OC(=O)c1ccccc1 (stereo not given)
 : 1%, -6%, 10%
> CCC/C=N/NC(=O)c1[nH]c2c([N+](=O)[O-])cccc2c1C
 : -12%, ?, ?
> Oc1ccc(N=Nc2c(O)ccc3ccccc23)cc1
 : -14%, ?, 18µM*
> O=C(OCCN1C(=O)c2ccccc2C1=O)c1cccs1
 : -3%, 0%, -1%
> Cc1cc(C)n2nc(CNS(=O)(=O)c3ccc([N+](=O)[O-])cc3)nc2n1
 : -2%, 3%, 2%
> CCc1c(C)nc2ncnn2c1NCCc1ccc(Cl)cc1
 : -1%, 9.2µM*, 16µM*
> COc1ccc(CC(NC(C)=O)C(=O)N2CCN(C(=O)Nc3cccc(F)c3)CC2)cc1OC (stereo not given)
 : -1%, 4%, 1%
> C#Cc1ccc([C@@H]2C=C(C(=O)N3CCN(Cc4ccc5c(c4)OCO5)CC3)O[C@H](OCCCCO)C2)cc1
 : -1%, ?, ?
> Cc1c(NC(=O)C(=O)/C=C(\O)c2ccc(Br)cc2)c(=O)n(-c2ccccc2)n1C
 : 17%, 5%, -2%
> COc1cc(OC)c(OC)cc1/C=C/c1ccnc2ccccc12
 : nt, 16µM*, 13µM*
> CC1CCCC(C)N1S(=O)(=O)c1ccc(S(=O)(=O)NCCc2ccncc2)cc1 (stereo not given)
 : -10%, ?, ?
> COC(=O)c1ccc(Nc2nnc(-c3ccc(C)c(S(=O)(=O)NCC4CCCO4)c3)c3ccccc23)cc1 (stereo not given)
 : -5%, 23µM*, 23µM*
> COc1cc2sc3cc(NCc4ccc5c(c4)OCO5)ccc3c(=O)c2cc1OC
 : -8%, 16µM*, ?
> CC(C)c1ccc(-c2c(NCCc3ccccc3)c(=O)c2=O)cc1
 : 2%, ?, -13%
> COc1ccc(-c2cnc(N)nc2-c2ccc(OC)cc2)cc1
 : 2%, -17%, -20%
> O=C1CCCC2=C1C(c1ccc(Cl)cc1)N=C(Nc1nc3ccccc3o1)N2 (stereo not given)
 : nt, ?, ?
> CN(Cc1ccccc1)C(=O)c1cccnc1
 : -1%, -4%, 5%
> O=C(CSCc1ccc([N+](=O)[O-])cc1)N/N=C/c1cccnc1
 : 2%, -12%, 2%
> CCCCn1c(N)c(N(CC(C)C)C(=O)c2cc(C)oc2C)c(=O)[nH]c1=O
 : 3%, -13%, -12%
> Cc1ccc(C(=O)OC(C)C(=O)NC2CCCCC2C)cc1S(=O)(=O)N1CCCCC1 (stereo not given)
 : -14%, ?, 18µM*
> CCC(=O)Nc1ccc2ccccc2c1
 : -4%, 9%, 5%
> O=c1c2cc(N3CCOCC3)ccc2[nH]c(=S)n1CCCN1CCCCCC1
 : -25%, -24%, ?
> O=c1c(-c2cccs2)nc2cnc(Oc3cccc(Cl)c3)nc2n1C1CC1
 : ?, -17%, -1%
> NS(=O)(=O)c1ccc2nc(NC(=O)Nc3ccccc3F)sc2c1
 : -9%, 8.2µM*, ?
> COc1cccc(CC2(CO)CCCN(Cc3ccc(CO)o3)C2)c1 (stereo not given)
 : -3%, -3%, -15%
> CC(C)Oc1ccc(C(=O)NCCCNC(=O)c2ccccn2)cc1
 : -8%, -31%, -10%
> Cc1ccccc1CN1C(=O)CSc2ccc(C(=O)N3CCOCC3)cc21
 : 0%, -21%, -14%
> Cc1ccc2[nH]c(=O)c3cc(C(=O)NC4CCC(C)CC4)sc3c2c1 (stereo not given)
 : -2%, -28%, -14%
> CCOc1ccc(C2C(C(=O)Nc3ccc(OC)cc3)=C(C)Nc3nc(CCCO)nn32)cc1 (stereo not given)
 : -5%, -2%, 3%
> O=C(CC1OC(=O)c2ccccc21)Nc1ccccc1N1CCOCC1 (stereo not given)
 : -4%, -25%, 28%
> COc1ccc(S(=O)(=O)N2CCOCC2)cc1NC(=O)CSc1nnc(C2CC2)n1C
 : -4%, 2%, 21%
> COc1ccc(/C=C/C(=O)NC(=S)Nc2cc([N+](=O)[O-])ccc2O)cc1OC
 : -21%, -11%, -15%
> Cc1cc(NC(=O)COC(=O)CCNS(=O)(=O)c2ccccc2)n(-c2ccccc2)n1
 : -3%, -5%, 0%
> CCCNc1nc2c(c(=O)n(C)c(=O)n2C)n1Cc1cccc(C)c1
 : 1%, 5.8µM*, 7.3µM*
> CCOC(=O)c1c(C)[nH]c(C(=O)OCC(=O)NCCc2ccc(OCC)c(OCC)c2)c1C
 : -4%, 5.2µM*, 6.5µM*
> CCCCN(C(=O)CN1CC(C)OC(C)C1)c1c(N)n(CC(C)C)c(=O)[nH]c1=O (stereo not given)
 : -2%, -7%, -2%
> COC(=O)c1ccc(C2/C(=C(\O)c3cccc(OC)c3)C(=O)C(=O)N2CCCN(C)C)cc1 (stereo not given)
 : -4%, -9%, 2%
> CCCCn1c(SCC2CCCO2)nc2cc(S(N)(=O)=O)ccc21 (stereo not given)
 : -4%, ?, -20%
> CCOC(=O)c1c(NC(=O)c2cc(=O)c3c(C)cc(C)cc3o2)sc(C)c1C
 : -2%, -10%, 13%
> COc1ccc(CCNC(=O)CCN2C(=O)C3CC=CCC3C2=O)cc1OC (stereo not given)
 : -4%, 23µM*, ?
> CCC(=O)NNc1ncnc2c1cnn2-c1ccc(C)c(Cl)c1
 : 5%, -33%, -21%
> CC(CC(=O)Nc1ccncc1)c1ccccc1 (stereo not given)
 : -19%, ?, -20%
> CC[C@@H]1Cc2[nH][nH]c(=O)c2[C@@H](c2ccc(Cl)cc2)O1
 : nt, -27%, -22%
> CCc1nc2ccc(C(=O)NCCc3ccccn3)cn2c1N(C)CCC(C)C
 : nt, 26µM*, ?
> CCCCNC(=O)Cn1c(SCc2cccc(C)c2)nc2ccncc21
 : nt, -19%, -23%
> O=C(COc1ccccc1Cl)N1N=C(c2cccs2)CC1c1ccco1 (stereo not given)
 : 1%, ?, ?
> CCc1ccc(-c2n[nH]c(=O)c3ccccc23)cc1
 : 3%, 2%, -21%
> COc1cccc(-c2cnc(C(O)c3cc(C)cc(C)c3)[nH]2)c1 (stereo not given)
 : nt, ?, ?
> O=C(NCc1ccccn1)Nc1cc(Cl)cc(Cl)c1
 : -4%, -8%, -24%
> Nc1nc2ccccc2nc1N1CCCC1
 : -6%, -9%, -27%
> CCC(C(=O)OC)n1cnc2c(nnn2-c2ccccc2)c1=O (stereo not given)
 : -25%, 2%, -9%
> C=CCS(=O)(=O)c1cccc2cccnc12
 : 8%, -12%, -9%
> CC1(C(=O)NC2CCCC2)CCC(=O)N1Cc1ccccc1 (stereo not given)
 : -2%, -14%, -9%
> CC(C)NC(=O)NC(=O)CSc1ccccc1F
 : 28%, 4%, -2%
> CCOC(=O)c1noc2ncnc(Nc3ccc(F)cc3F)c12
 : 1%, -11%, -14%
> Cc1ccc(C(=O)Nc2cccc(C(F)(F)F)c2)cc1Nc1ccccn1
 : -16%, 16µM*, 21µM*
> CCOC(=O)CC1(C)N(S(=O)(=O)c2ccc(C)cc2)c2ccccc2N1S(=O)(=O)c1ccc(C)cc1
 : nt, 15µM*, ?

(more compounds)
Below each SMILES: GCN5L2 inh, DT40 TDP1 no CPT, DT40 TDP1 CPT
> O=C(Nc1ccc(NC(=O)c2cccs2)c(Cl)c1)c1ccco1
 : -5%, ?, ?
> CCN(CC)S(=O)(=O)c1ccc2oc(C(=O)NC3CCCc4ccccc43)c(C)c2c1 (stereo not given)
 : -6%, 10µM*, 15µM*
> COc1ccc(C(=O)NC(=S)Nc2cccnc2)cc1OC
 : -1%, -24%, 0%
> Cc1cc2oc(C(=O)Nc3c(C)n(C)n(-c4ccccc4)c3=O)cc(=O)c2cc1C
 : -1%, -19%, 1%
> COc1ccccc1N(CC(O)CN1CCCCC1)S(=O)(=O)c1ccc(C)cc1 (stereo not given)
 : 1%, -16%, 10%
> O=C(Nc1ccc(N2CCN(Cc3ccccc3)CC2)cc1)c1ncn[nH]1
 : -5%, -16%, -8%
> CCN(C[C@H]1N[C@@](CC)(C(=O)OC)[C@H]2C(=O)N(C)C(=O)[C@@H]12)C(=O)Nc1ccc(C)cc1
 : -1%, -13%, 7%
> COCCCNc1nc2c(c(=O)n(C)c(=O)n2C)n1Cc1ccccc1
 : -16%, 12µM*, 16µM*
> Cc1ccccc1NC(=O)CSCc1cc(=O)n2ccsc2n1
 : -4%, 13%, 3%
> O=C(O)C1C(c2ccccc2)C(C(=O)OCc2ccco2)C1c1ccccc1 (stereo not given)
 : -5%, 1%, 0%
> CCOC(=O)Cc1cc(=O)c2cc(C)ccc2[nH]1
 : 3%, ?, ?
> Cc1ccc(/C=C/C(=O)N2CCCC(C)C2)cc1 (stereo not given)
 : -2%, ?, -7%
> CCCC(=O)OCCNc1cc(Sc2nc3ccccc3[nH]2)c2nonc2c1[N+](=O)[O-]
 : -11%, 3.3µM*, 2.3µM*
> Cc1ccc(OCc2ccc(C(=O)O)o2)c([N+](=O)[O-])c1
 : -6%, -15%, -15%
> CN(c1ccccc1)S(=O)(=O)c1cccc(C(=O)NNC(=O)c2ccncc2)c1
 : 2%, -24%, -10%
> O=C(O)c1ccc2nc(-c3ccccc3)c(-c3ccccc3)nc2c1
 : -13%&-5%, 16%&-13%, 17%&-14%
> CC(C)c1ccc(NC(=O)C(c2ccccc2)N(C)C(=O)c2cnccn2)cc1 (stereo not given)
 : -8%, 0%, 3%
> COc1ccc(NC(=O)CN(C)C(=O)c2cc(CN3C(=O)c4ccccc4C3=O)ccc2OC)cc1
 : -4%, -14%, -3%
> O=C(c1c(F)cccc1F)N1CCCc2ccccc21
 : -8%, 1%, 9%
> O=C1N=C(N2CCOCC2)S/C1=C/c1cccs1
 : -30%, -19%, -26%
> CON1C(=O)C(=O)N(OC)C2CCCCC21 (stereo not given)
 : -8%, 8%, 10%
> Oc1ccc(O)c(Cc2nc3ccccc3s2)c1
 : -1%, ?, ?
> CCCN(CC(=O)Nc1ccc(C(N)=O)cc1)CC(=O)Nc1ccc(F)c(F)c1F
 : -18%, -2%, 11%
> Cc1cc(C(=O)OCC(=O)c2ccc(Br)s2)no1
 : -2%, -10%, ?
> O=C(C1CCN(S(=O)(=O)c2cccs2)CC1)N(c1ccccn1)C1CCCCC1
 : -4%, ?, ?
> CS(=O)(=O)N(CC(=O)NCCC1=CCCCC1)C1CCCCC1
 : 0%, ?, -14%
> CCOc1ccc(C(=O)NCc2ccncc2)cc1OCC
 : -3%, 18%, -1%
> C=CCNC(=O)C1CC(=O)N(c2ccc(OCC(=O)Nc3ccccc3)cc2)C1 (stereo not given)
 : 2%, -19%, -8%
> C=CCn1c(=O)/c(=C/c2ccc(C)o2)s/c1=C(/C#N)C(=O)c1ccccc1
 : -23%, -28%, -18%
> O=C(Cn1cnc2ccccc21)Nc1ccccc1-c1ccccc1
 : -3%, 2.3µM*, ?
> CCc1ccc(-n2c(SCc3nc(-c4cc(OC)ccc4OC)no3)nnc2-c2ccccc2)cc1
 : -12%, 21µM*, 18µM*
> CCOC(=O)c1c[nH]c2nc(C)ccc2c1=O
 : -3%, ?, -28%&-22%
> c1cncc(-c2csc(-c3cccnc3)n2)c1
 : -4%, -15%, -14%

Among those listed so far, 6 have an aryl thioether with sulfur outside any ring:
Below each SMILES: GCN5L2 inh, DT40 TDP1 no CPT, DT40 TDP1 CPT
> COc1ccc(S(=O)(=O)N2CCOCC2)cc1NC(=O)CSc1nnc(C2CC2)n1C
 : -4%, 2%, 21%
> CCCCn1c(SCC2CCCO2)nc2cc(S(N)(=O)=O)ccc21 (stereo not given)
 : -4%, ?, -20%
> CCCCNC(=O)Cn1c(SCc2cccc(C)c2)nc2ccncc21
 : nt, -19%, -23%
> CC(C)NC(=O)NC(=O)CSc1ccccc1F
 : 28%, 4%, -2%
> CCCC(=O)OCCNc1cc(Sc2nc3ccccc3[nH]2)c2nonc2c1[N+](=O)[O-]
 : -11%, 3.3µM*, 2.3µM*
> CCc1ccc(-n2c(SCc3nc(-c4cc(OC)ccc4OC)no3)nnc2-c2ccccc2)cc1
 : -12%, 21µM*, 18µM*

Screening results: PubChem, National Center for Advancing Translational Sciences (NCATS)
